High-throughput results as filed in PubChem.
ALOX12 inh = Primary qHTS assay for inhibitors of human arachidonate 12S-lipoxygenase (ALOX12): Round 2 | Polyunsaturated fatty acid lipoxygenase ALOX12 (Homo sapiens), P18054 | purified 12hLO, xylenol orange hydroperoxide absorbance | Potency, µM (titrated, usually from 108 µM), without a hit: at the highest dose activity change, negative = inhibition, usual class: inhibitors | actives 1.1% (n = 580,000) | AID 1671190, 2021; further: potency means the concentration at half of the fitted maximal effect; on the % scale 0 is the no-effect control and ±100 the full control effect
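Purified human 12hLO (150 nM final) in 25 mM Hepes, 0.01% Triton X-100, pH 7.0 was preincubated 15 min at room temperature with compound. Then 40 uM arachidonic acid was added, 30 min. Hydroperoxide was read by Fe-XO absorbance ratio 573/405 nm.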
RGS4 inhibitor = Inhibitors of Regulator of G Protein Signaling (RGS) 4: qHTS; Regulator of G-protein signaling 4 (Homo sapiens), P49798; Transcreener GDP fluorescence polarization, RGS4-accelerated GTP hydrolysis; Potency, µM (highest dose often 114 µM), without a hit: at the top dose activity change, negative = inhibition, actives largely listed as inhibitors; actives 0.039% (n = 390,000); further: potency means the concentration at half of the fitted maximal effect; on the % scale 0 is the no-effect control and ±100 the full control effect; nearly all actives have a fitted effect of over 75% in size; some results filed as inactive show a strong effect at the top dose
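MLSMR compounds (23 nl, pin-transferred) preincubated 10 min at room temperature with a 500nM (2x) first reagent, then RGS4 at 900nM (2x) plus Transcreener GDP mix added; fluorescence polarization (620/688 nm) read before and after 90 min at 30 °C.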
Pol kappa inh = qHTS for Inhibitors of Polymerase Kappa. DNA polymerase kappa (Homo sapiens), Q9UBT6. purified Pol kappa, fluorescent DNA synthesis assay, 10 min. Potency, µM (top dose mostly 107 µM), inactives show top-dose activity, negative = inhibition, hits mostly inhibitors. actives 0.53% (n = 400,000). AID 588579, 2011; further: potency means the concentration at half of the fitted maximal effect; on the % scale 0 is the no-effect control and ±100 the full control effect
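First, compounds were pin-transferred onto 10 nM Pol kappa. After 15 min at room temperature, substrate was added to 50 nM final. Fluorescence was then measured kinetically at 0 and 10 min.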
Anesthetic bind = qHTS Assay for Identification of Novel General Anesthetics; apoferritin/1-aminoanthracene competitive binding, fluorescence; Potency, µM (highest dose often 77.5 µM), inactives show top-dose activity change, negative = displacement, actives largely listed as inhibitors; Ferritin light chain (Equus caballus), P02791; AID 485281, 2010; actives 0.074% (n = 350,000); further: potency means the concentration at half of the fitted maximal effect; on the % scale 0 is the no-effect control and ±100 the full control effect; nearly all actives have a fitted effect of over 20% in size
Target sequence (P02791 2-175 limits assumed): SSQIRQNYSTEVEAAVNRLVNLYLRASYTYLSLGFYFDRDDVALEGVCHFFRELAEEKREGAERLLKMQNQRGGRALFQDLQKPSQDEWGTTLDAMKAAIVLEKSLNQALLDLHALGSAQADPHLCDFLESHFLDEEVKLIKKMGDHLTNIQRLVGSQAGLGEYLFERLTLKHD
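Concentration-response curves derived by four-parameter Hill fitting of normalized fluorescence, where compounds displaced 1-AMA from 10 uM horse apoferritin following a brief 10 min room-temperature incubation; propofol titration acted as positive control.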
ERG Ets-DNA blk = qHTS for Small Molecule Inhibitors of the ERG Ets/DNA interaction. Transcriptional regulator ERG (Homo sapiens), P11308. fluorescence polarization, His-ERG Ets domain / labelled DNA. Potency, µM (top dose mostly 76.9 µM), for inactives: at the highest dose FP activity, negative = inhibition, actives largely listed as inhibitors. actives 0.028% (n = 370,000). AID 624246, 2012; active means well fitted inhibition curve with a large enough effect in the polarisation, with a control signal flat; inconclusive means small, poorly fitted or top-dose-only effect, or effect the other way, or a change in a side signal; inactive means no such curve, though single readings can be large or run the other way; the % refers to the polarisation;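 further: polarization taken with two DNA probes labelled with fluorescein and Texas red; potency means the concentration at half of the fitted maximal effect; % of control where 0% means no effect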
Target sequence (P11308 whole entry, looked up, the tested form may be a part): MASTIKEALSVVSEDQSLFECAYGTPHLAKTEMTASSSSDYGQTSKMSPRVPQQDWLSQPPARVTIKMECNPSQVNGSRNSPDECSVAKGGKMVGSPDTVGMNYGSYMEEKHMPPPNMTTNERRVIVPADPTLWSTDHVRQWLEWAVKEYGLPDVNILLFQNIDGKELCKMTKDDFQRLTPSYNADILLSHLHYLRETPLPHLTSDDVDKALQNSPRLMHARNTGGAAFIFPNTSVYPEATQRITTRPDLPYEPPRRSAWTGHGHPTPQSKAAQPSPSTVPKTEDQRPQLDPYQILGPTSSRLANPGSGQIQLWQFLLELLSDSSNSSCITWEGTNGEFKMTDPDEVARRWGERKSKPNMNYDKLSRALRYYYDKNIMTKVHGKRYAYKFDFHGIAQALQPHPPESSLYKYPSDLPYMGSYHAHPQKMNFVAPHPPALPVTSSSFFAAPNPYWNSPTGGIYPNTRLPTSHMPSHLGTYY
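His-tagged ERG Ets domain (1 uM in the protein solution; 300mM KCl, 50mM Tris-HCl, 1mM EDTA, 1mM DTT, pH 7.5) received compound, then a probe mix of 5 nM fluorescein-DNA and 100nM Texas-615-DNA. Fluorescence polarization was read for both dyes.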
POLB inh = qHTS Assay for Inhibitors of DNA Polymerase Beta. AID 485314, 2010. Potency, µM (titrated, usually from 114 µM), without a hit: top-dose activity change, negative = inhibition, most hits filed as inhibitors. P06746. actives 1.3% (n = 340,000). Pol beta primer extension/strand displacement, fluorescence kinetic; further: potency means the concentration at half of the fitted maximal effect; on the % scale 0 is the no-effect control and ±100 the full control effect
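Values derive from four-parameter Hill fits of normalized kinetic data: reads at 0 and 10 min following addition of 50 nM substrate to 10 nM Pol beta preincubated 15 min with compound.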
APE1 inh = qHTS Assay for Inhibitors of the Human Apurinic/apyrimidinic Endonuclease 1 (APE1); AID 2517, 2012; DNA repair nuclease/redox regulator APEX1 (Homo sapiens), P27695; actives 0.35% (n = 350,000); recombinant APE1, TAMRA/BHQ-2 abasic DNA cleavage fluorescence; Potency, µM (top dose mostly 65.8 µM), without a hit: at the top dose activity change, negative = inhibition, most hits filed as inhibitors;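 further: potency means the concentration at half of the fitted maximal effect; plate controls were vehicle for no effect and reference inhibitor for full effect; nearly all actives have a fitted effect of over 55% in size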
Target sequence (P27695 whole entry, looked up): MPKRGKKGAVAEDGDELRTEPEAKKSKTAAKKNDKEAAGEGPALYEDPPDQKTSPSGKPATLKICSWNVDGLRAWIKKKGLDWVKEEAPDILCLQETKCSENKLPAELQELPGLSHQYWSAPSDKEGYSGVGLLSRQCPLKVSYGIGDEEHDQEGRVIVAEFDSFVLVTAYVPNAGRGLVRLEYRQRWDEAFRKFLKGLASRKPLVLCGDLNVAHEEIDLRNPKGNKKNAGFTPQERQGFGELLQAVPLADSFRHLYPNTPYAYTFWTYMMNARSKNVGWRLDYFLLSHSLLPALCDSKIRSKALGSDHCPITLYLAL
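Activity was derived from the fluorescence gain between first and third kinetic reads (60 s intervals, ex 525/em 598 nm) after 50 nM THF-abasic TAMRA/BHQ-2 duplex was added to 0.75 nM APE1 preincubated 15 min with compound.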
Pol eta inh = qHTS for Inhibitors of Polymerase Eta; DNA polymerase eta (Homo sapiens), Q9Y253; recombinant Pol eta, fluorescent DNA replication assay; Potency, µM (doses to about 114 µM), for inactives: top-dose activity change, negative = inhibition, actives largely listed as inhibitors; actives 1.2% (n = 390,000); further: potency means the concentration at half of the fitted maximal effect; on the % scale 0 is the no-effect control and ±100 the full control effect
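Pol eta (10 nM) was preincubated with compounds for 15 min at room temperature, after which fluorescent replication substrate (50 nM final) was added to start the reaction. Fluorescence was read kinetically at 0 and 10 min.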
LDHA block = qHTS assay for inhibitors of human lactate dehydrogenase. L-lactate dehydrogenase A chain (Homo sapiens), P00338. purified LDHA, NADH/diaphorase-resazurin fluorescence; stronger effect = lower value. activity change, % (values are at about 110 or 230 µM). actives 0.15% (n = 480,000); in the data active means activity change below about -30%; inconclusive means mostly about -25% to -30%;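 further: plate controls were DMSO wells for no effect and wells without enzyme for full effect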
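Remaining NADH was detected by diaphorase (0.133 mg/mL) converting 37 µM resazurin to fluorescent resorufin, read at 0 and 20 minutes. The preceding 5-minute room-temperature reaction used 2 nM LDHA, 0.2 mM sodium pyruvate and 0.06 mM NADH at pH 7.4.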
* = called active by the depositor; ? = inconclusive; . = no result given; & = joins results of further samples; [ ] = dose if it differs, or a comment. Unless noted, the call rests on the fitted dose curve; in most records, active means well fitted curve in the direction sought with a large enough effect; inconclusive means small, poorly fitted or top-dose-only effect, or another doubt; inactive means no such curve, though single readings can be large; an effect the other way counts as inactive or inconclusive.

item	molecule	Pol eta inh	ALOX12 inh	APE1 inh	RGS4 inhibitor	POLB inh	ERG Ets-DNA blk	Pol kappa inh	LDHA block	Anesthetic bind
1	CCc1cnc2c(c1SCCC(C)C)c(=O)n(C)c(=O)n2C	-20%	0%	.	5%	24%	4%	-5%[60.1 µM]	-4	-3%
2	Cc1ccc2c(c1)CCCN2C(=O)c1ccncc1	-11%	-8%	2%	3%	10%	-8%	4%	-5	-9%
3	Fc1ccc(CN2CCN(c3ncccn3)CC2)cc1	0%	?	2%	-27%	0%	.	3%[60.1 µM]	-15	-13%
4	COc1ccc(NC(=O)CCn2c(=O)c3cccn3c3ccccc32)cc1	11%	1%	5%	12%[11.4 µM]	9%	1%	-8%	-12	8%
5	Cc1ccccc1C(=O)Nc1ccc2nc(SCCOc3ccccc3)sc2c1	-4%	-2%	.	-10%	-1%	-2%	0%	0	7%
6	Cc1noc(C)c1C(=O)Nc1ccccc1-c1ccccc1	0%	-13%	?	-6%	21%	-13%	-6%	-4	-1%
7	Cc1ccc(S(=O)(=O)CCN2C=CC(C(F)(F)F)=NCC2)cc1	12%	36%[activator]	3%	16%	18%	19%	1%	-12	2%
8	CC1CCCN(c2nc3c(c(=O)[nH]c(=O)n3C)n2CCCc2ccccc2)C1 (stereo not given)	-13%	-11%&-18%	7%	9%	4%	-7%	-6%	-13&-6	-10%
9	COc1cccc(/C=N\NC(=O)c2ccc(Cn3cc(Br)c([N+](=O)[O-])n3)o2)c1O	-11%	-16%	4%	-32%	40µM*	-2%	-12%	-2	?
10	CCOC(=O)c1ccc(COC(=O)CNS(=O)(=O)c2ccccc2)cc1	-18%	-9%	-3%	3%[56.9 µM]	25%	1%	-5%	-1	-19%
11	O=C(CC1N=C2c3ccccc3N=C(SCc3ccccc3F)N2C1=O)NCc1ccc2c(c1)OCO2 (stereo not given)	-20%	-34%	.	-12%	0%	-1%	-3%[60.1 µM]	6	-22%
12	CC(C)CC(=O)Nc1cc2nn(-c3ccccc3)nc2cc1Cl	5%	0%	-3%	27%	16%	-14%	-2%	4	-2%

Just RGS4 inhibitor (two entries from above):
#	structure	RGS4 inhibitor
10	CCOC(=O)c1ccc(COC(=O)CNS(=O)(=O)c2ccccc2)cc1	3%[56.9 µM]
11	O=C(CC1N=C2c3ccccc3N=C(SCc3ccccc3F)N2C1=O)NCc1ccc2c(c1)OCO2 (stereo not given)	-12%

Continuation.
item	molecule	Pol eta inh	ALOX12 inh	APE1 inh	RGS4 inhibitor	POLB inh	ERG Ets-DNA blk	Pol kappa inh	LDHA block	Anesthetic bind
13	Cc1ccc(NC(=O)c2ccc(S(=O)(=O)N3CCOCC3)cc2)cc1	4%	12%	1%	21%	-12%	-6%	-10%	-9	-8%
14	O=C(CCN1CCN(C/C=C/c2ccccc2)CC1)Nc1ccccc1F	-24%	-24%	4%	-1%	51%	-1%	-12%	-2	-11%
15	CCn1c(SCc2cccc(OC)c2)nc2ccccc2c1=O	-6%	3%	44%	-2%	22%	-9%	4%	-2	3%
16	O=C(NCC(c1ccco1)N1CCOCC1)c1c(F)cccc1F (stereo not given)	8%	0%	17%	9%	.	9%	14%	-11	.
17	Cc1onc(-c2ccccc2)c1C(=O)Nc1ccc(N2CCOCC2)cc1	-14%	?	-3%	11%	-5%	-5%	-9%	3	-15%
18	Cc1ccccc1NS(=O)(=O)c1ccc(OCC(=O)N2CCCC2)cc1	-15%	0%	3%	?	2%	-7%	-1%	-1	-6%
19	CO[C@H]1C[C@@H]2CC[C@@H](C)[C@@](O)(O2)C(=O)C(=O)N2CCCC[C@H]2C(=O)OC([C@H](C)C[C@@H]2CC[C@@H](O)[C@H](OC)C2)CC(=O)[C@H](C)/C=C(\C)[C@@H](O)[C@@H](OC)C(=O)[C@H](C)C[C@H](C)/C=C/C=C/C=C/1C (stereo not given in full)	.	21%	-6%&-4%	0%[56.9 µM]	.	.	-3%[19.4 µM]	.	?
20	CCc1nc(N2CCCC2)c(C#N)c2c1CCCC2	-10%	0%	1%	4%	8%	1%	-17%	-7	-12%
21	Cc1[nH]nc2cn[nH]c12	-7%	-3%	1%	-10%	15%	-11%	4%	2	-4%
22	C=CCSc1nnc2c(n1)OC(c1cccnc1)Nc1ccccc1-2 (stereo not given)	-5%	?	-6%	2%	3%	0%	-7%	-2	-14%
23	COc1cc(/C=N/N=C(/N)c2nonc2N)cc(Br)c1OCc1ccccc1C	-8%	60%[activator]	-7%	-19%	6%	3%	3%	3	?
24	CC(NC(=O)C(C)(C)C)c1nc2ccccc2n1C (stereo not given)	-11%	0%	31%[activator]	11%	-2%	9%	-8%	-1	9%

item	molecule	Pol eta inh	ALOX12 inh	APE1 inh	RGS4 inhibitor	POLB inh	ERG Ets-DNA blk	Pol kappa inh	LDHA block	Anesthetic bind
25	COC(=O)[C@@H](Cc1ccccc1)NS(=O)(=O)N[C@H](Cc1ccccc1)C(=O)OC	-17%	1%	.	-10%	.	-8%	12%	0	.
26	COc1ccc(NC(=O)NNC(=O)C(O)(c2ccccc2)c2ccccc2)cc1	9%	7%	16%	37%	37%	1%	-2%	0	-6%
27	CN1CCN(CCCNC(=O)CCCOc2cc(=O)n(C)c3ccccc23)CC1	-12%	0%	-5%	-2%	21%	-3%	3%	-2	-15%
28	O=C1CCCN1CCCNc1ncnc2sccc12	-4%	0%	-5%	6%	-1%	-4%	-1%	-11	-8%
29	CC1CCCC(C)N1C(=O)CSc1nnnn1Cc1ccccc1 (stereo not given)	-14%	0%[57.4 µM]	-6%	-6%	24%	-5%	-10%	-7	?
30	CN(C)S(=O)(=O)Nc1ccc(C(=O)O)cc1	-6%	0%	-5%	-10%	-29%	-5%	-5%	0	-1%
31	Nc1ccc2c(c1)C(=O)c1ccc(Br)cc1-2	-14%	-30%	.	-11%	.	1%	2%	-5	.
32	COc1ccc2c(c1)c(C(=O)N/N=C/c1ccc(Cl)cc1)c(C)n2C	-9%	134%[activator]	-4%	1%	-12%	-8%	-7%	-4	?
33	CCCCOCCCn1cnc2c([nH]c3cc(OC)ccc32)c1=O	-10%	-4%	6%	6%	2%	-8%	-7%	-4	-12%
34	COc1cccc(C(=O)Nc2cccc(OCC(=O)c3ccccc3)c2)c1	-18%	-10%	?	?	15%	14%	-2%	3	?
35	CCCCCCCN1N=C(C)C(C(=O)c2ccccc2)C1=O (stereo not given)	-12%	0%	1%	-7%	11%	0%	-7%	2	-11%
36	O=C(NCCCn1ccnc1)c1ccc(Br)c(S(=O)(=O)N2CCOCC2)c1	-6%	0%	1%	-25%	0%	7%	5%	-2	-8%

item	molecule	Pol eta inh	ALOX12 inh	APE1 inh	RGS4 inhibitor	POLB inh	ERG Ets-DNA blk	Pol kappa inh	LDHA block	Anesthetic bind
37	C/C(=C\C(=S)Nc1ccccc1)Nc1ccccc1	-18%	?	3%	-12%	28%	-10%	-15%	-6	6%
38	COc1ccccc1N1CCN(C(=O)CCc2nnc3ccc(N4CCOCC4)nn23)CC1	-15%	11%	14%	17%[11.4 µM]	25%	16%	-5%	-2	-7%
39	CC(C)c1ccc(-n2c(-c3ccccc3)c[n+]3c2CCc2ccccc2-3)cc1	-8%	2%	6%	-9%	-4%	-8%	-7%	-6	-19%
40	CN(Cc1c(O)ccc2c1oc(=O)c1ccccc12)C1CCCCC1	-26%	0.89µM*	0%	-5%	-8%	2%	-10%	22	0%
41	Nc1cccc(C(=O)OCC(=O)Nc2cccc3c2C(=O)c2ccccc2C3=O)c1	?	-25%	-1%	8%	18%	-3%	-12%	-4	-6%
42	O=[N+]([O-])c1ccc2nc(-c3ccccn3)[nH]c2c1	-23%	48%	2%	12%	4%	3%	0%	1	-12%
43	COc1ccccc1Nc1nnc(SCC(=O)Nc2nc(-c3ccc(F)cc3)cs2)s1	-5%	-21%	3%	-37%	1%	10%	8%	0	-9%
44	Cc1cccc2cc(CNCc3ccccc3)c(Cl)nc12	?	0%	0%	-1%	2%	4%	-7%	-1	-10%
45	COc1ccc(CCNC(=O)c2ccc(CNc3c(N4CCOCC4)c(=O)c3=O)cc2)cc1OC	-1%	0%	?	40%	12%	8%	-4%	-7	1%
46	O=C(NCc1ccc2c(c1)OCO2)c1ccc(Cl)c(S(=O)(=O)N2CCOCC2)c1	5%	3%	0%	8%	0%	5%	-10%	-4	?

A portion of the library (hit frequency here may not be typical).
